TROY signal inh: inhibitors of TROY-dependent NF-kB signaling; Q293 LMP1-TROYcd NF-kB luciferase reporter, 4 h; inhibition, % at 10 µM; 360,000 compounds, 0.98% hits;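 active means compounds whose plate-normalised and pattern-corrected inhibition of the luciferase reporter signal at the single screening dose is 50% or more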
Shn3 inh set2: reduces Shn3 3'UTR luciferase signal in osteoblasts; 360,000 compounds, 0.52% hits; inhibition, % at 12.5 µM; Clone20 osteoblast Shn3 3'UTR firefly luciferase, 24 h;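 active means mean inhibition of at least 75% with every replicate also reaching 75%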;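 further: 0% = median of neutral control wells and 100% = pilot-screen positive control compound; some compounds past the cut are filed as inactive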
NR2E3 ag-1: NR2E3 (human) agonism; Q9Y5X4; GST-NR2E3/biotin-RetCOR TR-FRET, 1536-well; inhibition of corepressor binding, % at 4.78 µM; 320,000 compounds, 0.12% hits; AID 2300;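 active means percent inhibition above the cutoff of mean plus 3 SD of all tested compounds, set per screening campaign, cut at about 20% in these data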;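 further: 0% = DMSO wells and 100% = biotin wells as full block of FRET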
Target sequence (Q9Y5X4 whole entry, looked up): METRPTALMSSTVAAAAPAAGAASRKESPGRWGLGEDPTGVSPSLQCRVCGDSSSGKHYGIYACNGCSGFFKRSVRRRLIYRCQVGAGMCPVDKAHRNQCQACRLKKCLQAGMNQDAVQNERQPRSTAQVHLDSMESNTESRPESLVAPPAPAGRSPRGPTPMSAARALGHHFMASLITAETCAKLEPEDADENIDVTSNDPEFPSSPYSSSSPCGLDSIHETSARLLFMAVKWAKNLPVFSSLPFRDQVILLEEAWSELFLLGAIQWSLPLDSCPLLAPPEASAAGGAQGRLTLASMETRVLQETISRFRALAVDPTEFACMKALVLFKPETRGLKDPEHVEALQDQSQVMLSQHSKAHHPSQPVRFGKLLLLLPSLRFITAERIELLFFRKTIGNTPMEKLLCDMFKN
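System: GST-tagged NR2E3 plus biotinylated RetCOR corepressor; Amount: 1.35 nM GST-tagged NR2E3 final; Dosing: single nominal compound dose of 4.8 µM; Schedule: 5 h incubation at 4 °C; Technique: TR-FRET with europium anti-GST and streptavidin-D2, 340 nm excitation; Controls: biotin wells as high control, 0.6% DMSO wells as low control.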
CF NFkB block: inhibitors of cystic fibrosis induced NF-kB | AID 588850 | 360,000 compounds, 0.86% hits | KKLEB NF-kB-GFP reporter, PAF-induced, GFP fluorescence overnight | inhibition, % at 5 µM;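 active means at least 50% inhibition at 5 µM, scaled per plate between neutral and stimulator controls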;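 further: PAF is a Pseudomonas aeruginosa culture filtrate used as stimulus; plate controls were PAF-stimulated DMSO wells for no effect and unstimulated DMSO wells for full effect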
KKLEB cytotox: reduces viability of KKLEB cystic fibrosis airway cells. KKLEB CF airway cells viability, ATPlite luminescence, overnight; stronger effect = lower value; cells stimulated with P. aeruginosa culture filtrate. 360,000 compounds, 0.36% hits. activity change (cytotoxicity), % at 5 µM;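 active means corrected activity change at or below -50% at 5 µM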
HIF-2a block: blocks HIF-2a reporter activity; 360,000 compounds, 0.72% hits; 786-0 RCC cells HIF-2a reporter, luciferase luminescence, overnight; AID 624352; inhibition, % at 18.8 µM;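 active means inhibition of the luminescence signal of 40% or more relative to plate controls, in a single-dose primary screen at 18.75 µM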
NR2E3 ag-2: agonists of human NR2E3 nuclear receptor | 360,000 compounds, 0.35% hits | Q9Y5X4 | CHO-S Gal4-NCOR/VP16-NR2E3 two-hybrid, luciferase | inhibition of corepressor binding, % at 3.98 µM | AID 602229;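 active means inhibition above the mean of all tested compounds plus 3 SD, cut at about 70% in these data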;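 further: 0% = DMSO with NR2E3 transfected cells and 100% = cells lacking NR2E3 construct; higher means lower luciferase signal from less NR2E3 corepressor binding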
Peg3 prom inh: inhibitors of Peg3 promoter. HeLa PEG-Prom luciferase reporter, luminescence, overnight. inhibition, % at 20 µM. 360,000 compounds, 1.7% hits. AID 588405;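 active means inhibition of at least 50% at 20 µM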
MITF TRPM1 inh: MITF TRPM1 promoter inhibition in SK-MEL-5 cells; SK-MEL-5 TRPM1 promoter luciferase, 24 h; 330,000 compounds, 0.83% hits; inhibition, % at 12.5 µM;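 active means mean inhibition across replicates of 60% or more, whatever share of single replicates reaches that level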; further: values of inactives mirror those of a sister screen read the other way
C8 TRAIL sens: caspase-8 TRAIL sensitization; inhibition (viability loss, TRAIL sensitization), % at 10 µM; NB7+C8 cells + TRAIL, ATPlite viability luminescence; 360,000 compounds, 1% hits; AID 624354;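 active means compounds causing at least 50% loss of cell viability in the single-dose screen, relative to plate controls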
TWEAK-Fn14 inh: TWEAK-Fn14 signaling inhibition | TWEAK-stimulated Fn14 reporter cells, luciferase luminescence, 8 h | inhibition, % at 10 µM | 360,000 compounds, 2% hits; in the data active means inhibition above about 50%
Active calls of the source: *; . = not tested or not shown. A portion of the library; count on the stated rates, not on these rows.

SMILES	TROY signal inh	Shn3 inh set2	NR2E3 ag-1	CF NFkB block	KKLEB cytotox	HIF-2a block	NR2E3 ag-2	Peg3 prom inh	MITF TRPM1 inh	C8 TRAIL sens	TWEAK-Fn14 inh
CNC(=S)N/N=C/c1c(C)c(C(=O)c2ccc(F)cc2)n2ccccc12	-9	-14	0	-17	0	3	12	1	6	-25	-22
O=C(O)c1cc(Nc2nc(N3CCOCC3)nc(N3CCOCC3)n2)ccc1Cl	3	-9	0	8	0	10	-18	6	-5	-7	-6
CCOC(=O)C1=C(c2ccccc2)OC(N)=C(C#N)C1c1cccs1 (stereo unspecified)	-8	1	-2	1	0	7	-15	12	3	-3	14
CN(C)c1cccc(NC(=O)NC2(C)CCS(=O)(=O)C2)c1 (stereo unspecified)	-1	2	.	-19	10	9	-4	2	3	10	-1
Cc1cccc(C)c1NC(=O)CN(C)C(=O)C1CCCCC1	14	-9	1	16	-16	9	8	-10	4	-6	8
COc1ccc(Cl)cc1NC(=S)NNC(=O)CC(C)C	-4	-5	-4	-2	4	7	-10	10	-1	-5	-1
COCC(C)NC(=O)c1cccc(Cl)c1 (stereo unspecified)	0	-6	0	-12	4	6	-11	11	10	5	0
CCNC(=S)NNC(=O)Cc1ccccc1	.	12	8	13	2	13	-15	25	7	-6	23
COc1ccc(Cl)cc1NC(=O)c1cc(S(=O)(=O)N2CCCC2)cn1C	9	-19	0	21	3	2	6	9	18	4	-4
COCCCNC(=S)N1CCN(c2ccc([N+](=O)[O-])cc2)CC1	7	26	0	-6	2	14	-12	22	15	3	-10
OCc1c[nH]c2ccccc12	-17	0	-1	-1	8	-31	-46	-8	8	-2	9
COc1ccc(N2CC(C(=O)Nc3nc4ccc(OC)cc4s3)CC2=O)cc1 (stereo unspecified)	13	15	17	6	8	-12	-32	-11	-17	16	30
Cc1ccc(S(=O)(=O)N2CCCC2C(=O)OCc2ccco2)cc1 (stereo unspecified)	11	-1	-1	15	3	19	-9	-6	7	-8	4
O=C(NCCOc1ccccc1)N1[C@H]2CC[C@@H]1C=C(c1ccc(F)cc1OCc1ccccc1)C2	20	50	.	6	-4	-17	-6	48	.	11	44
Cc1c(C(=O)NCc2cccc([N+](=O)[O-])c2)sc(=O)n1Cc1ccc(F)cc1	4	2	.	4	-11	-27	-16	10	.	-9	-18
CCCCC(=O)N(Cc1ccc2c(c1)OCO2)Cc1nc2ccccc2c(=O)[nH]1	-16	0	4	-2	14	16	-8	15	1	2	-10
COC(=O)[C@H](Cc1ccccc1)NC(=O)Nc1ccc(C)cc1	-9	-3	1	1	5	-16	3	-1	-3	-21	-4
Cc1c(O)nc2ccccn2c1=O	3	2	-1	-6	-6	14	-12	5	1	0	10
CC(C)(CNS(=O)(=O)c1ccc(Br)s1)N1CCOCC1	-2	-4	.	6	1	-8	2	-9	0	-11	12
CCCc1[nH]nc2c1C(c1ccc(OC(=O)N3CCOCC3)cc1)C(C#N)=C(N)O2 (stereo unspecified)	4	11	-1	-10	3	9	-25	6	13	-11	-25
O=C(N/C=C/c1ccco1)OCc1ccccc1	-1	2	-3	-11	0	5	-9	-43	-45	-8	-9
O=C(c1cccc(F)c1)N1CCN=C1SCc1cccnc1	-1	6	0	10	15	13	-7	-10	-2	3	-14
CC(C)(C)c1ccc(/C=N/NC(=S)NCc2ccccc2)cc1	-19	1	0	-4	7	11	5	-4	7	22	3
CCCCn1c(SCC(=O)Nc2cc(C)on2)nnc1-c1ccco1	0	7	-1	14	-6	14	15	6	-4	-10	-4
CC(=O)N1CCN(S(=O)(=O)c2cccc(C(=O)NCCc3ccc(Cl)cc3)c2)CC1	-34	3	3	10	-11	1	-19	-2	-4	27	-11

Quoted from the listing:
Value of CCOC(=O)C1=C(c2ccccc2)OC(N)=C(C#N)C1c1cccs1 (stereo unspecified) under TWEAK-Fn14 inh: 14
Value of COC(=O)[C@H](Cc1ccccc1)NC(=O)Nc1ccc(C)cc1 under KKLEB cytotox: 5
Value of OCc1c[nH]c2ccccc12 under TWEAK-Fn14 inh: 9

Of the compounds above, these contain a furan ring, fused or not:
SMILES	TROY signal inh	Shn3 inh set2	NR2E3 ag-1	CF NFkB block	KKLEB cytotox	HIF-2a block	NR2E3 ag-2	Peg3 prom inh	MITF TRPM1 inh	C8 TRAIL sens	TWEAK-Fn14 inh
Cc1ccc(S(=O)(=O)N2CCCC2C(=O)OCc2ccco2)cc1 (stereo unspecified)	11	-1	-1	15	3	19	-9	-6	7	-8	4
O=C(N/C=C/c1ccco1)OCc1ccccc1	-1	2	-3	-11	0	5	-9	-43	-45	-8	-9
CCCCn1c(SCC(=O)Nc2cc(C)on2)nnc1-c1ccco1	0	7	-1	14	-6	14	15	6	-4	-10	-4

The main list resumes; the 3 compounds before the break are reprinted first.
SMILES	TROY signal inh	Shn3 inh set2	NR2E3 ag-1	CF NFkB block	KKLEB cytotox	HIF-2a block	NR2E3 ag-2	Peg3 prom inh	MITF TRPM1 inh	C8 TRAIL sens	TWEAK-Fn14 inh
CC(C)(C)c1ccc(/C=N/NC(=S)NCc2ccccc2)cc1	-19	1	0	-4	7	11	5	-4	7	22	3
CCCCn1c(SCC(=O)Nc2cc(C)on2)nnc1-c1ccco1	0	7	-1	14	-6	14	15	6	-4	-10	-4
CC(=O)N1CCN(S(=O)(=O)c2cccc(C(=O)NCCc3ccc(Cl)cc3)c2)CC1	-34	3	3	10	-11	1	-19	-2	-4	27	-11
CC1=NN(C(=O)COc2ccc(C)c(C)c2)C(O)(c2ccccc2)C1 (stereo unspecified)	1	-10	-3	-1	6	18	8	-8	14	5	-4
C/C(CC(=O)Nc1ccccn1)=N\NC(=O)c1cccc(C)c1	-3	0	-3	-14	4	-2	-13	-1	8	-3	-6
COc1ccccc1N1C(=O)c2ccc(C(=O)Nc3ccc(F)cc3)cc2C1=O	19	-7	-2	4	9	-9	-8	-7	0	-2	12
Cc1cc(N(CC(=O)O)S(C)(=O)=O)ccc1Br	.	-6	-4	9	-2	13	-1	3	11	-9	0
CCOC(=O)c1ccccc1NS(=O)(=O)c1ccc(C)cc1	19	9	-1	9	-9	-3	-16	34	0	15	27
Cc1sc2ncnc(NCc3ccccc3)c2c1C	45	64	2	-21	-15	-9	67	-5	15	19	-1
CC(C)Cn1c(SC(C)C(=O)NCC2CCCO2)nc2ccc(Cl)cc2c1=O (stereo unspecified)	-5	3	0	22	-22	3	-8	17	1	1	-1
Cc1ccc(NC(=O)C2c3ccccc3Oc3ccccc32)nc1	-7	-8	0	6	-4	-5	15	5	-13	3	-20
Oc1ccc(-c2[nH]ncc2-c2nc3ccccc3s2)c(O)c1	18	-2	1	16	6	4	-43	-7	1	3	8
CNc1nc(-c2c(C)n(C)c3ccc(OC)cc23)cs1	9	7	-3	7	-28	13	11	-3	18	-3	-5
COC(=O)c1scc(S(=O)(=O)C(C)(C)C)c1N	-30	-17	0	-2	-7	16	-18	7	-11	-8	14
Cc1ccc(C(C(=O)NC2CCCCC2)N(CC2CCCO2)C(=O)CCCC(=O)Nc2ccccn2)cc1 (stereo unspecified)	8	-4	-3	-7	-4	17	-28	5	-1	-7	10
O=C(Nc1ccccc1-c1ccccc1)NC1CCN(C(=O)N2CCOCC2)CC1	-9	15	0	-8	7	-6	-13	11	6	-16	1
COC(C[C@H]1O[C@H]1[C@H](O)[C@@H](C)OCc1ccccc1)OC	-8	-4	.	-23	9	6	-18	9	-3	-11	16
COc1cc(C(N)=O)cc(Cl)c1OCc1ccccc1	-16	-8	1	10	-3	-16	-5	8	-2	-2	9
O=C(C1=NN(c2ccccc2)C2C(=O)N(c3ccc(Cl)cc3)C(=O)C12)c1ccccc1 (stereo unspecified)	-13	-5	2	-8	11	12	-21	-6	-7	-16	-17
Cc1ccc(N(C)S(=O)(=O)c2cccc(C(=O)NCC(c3ccco3)N3CCCC3)c2)cc1 (stereo unspecified)	6	2	2	1	2	10	-6	11	6	1	3
Cc1ccc(F)cc1NC(=O)/C=C/c1ccc(S(=O)(=O)N2CCOCC2)cc1	3	12	.	4	19	3	-47	22	-1	6	40
COc1ccc(-c2ccc3[nH]c4c(c3c2)CCN2C[C@@H]([C@H](C)OC(=O)Nc3cc(Cl)cc(Cl)c3)[C@@H](N(C)C(=O)Nc3cc(Cl)cc(Cl)c3)C[C@@H]42)cc1	5	7	.	17	-7	27	-27	33	.	-3	40
Cc1cccc(NC(=S)N2CCC(C(N)=O)(N3CCCCC3)CC2)c1C	11	2	2	9	4	15	10	2	.	-4	-6
O=C1CC(=O)Nc2cc(S(=O)(=O)Nc3cccc(C(F)(F)F)c3)ccc2N1	2	6	3	-12	12	6	4	4	-5	-7	19
CCOC(=O)c1cnc(SC)nc1Oc1cccc(NC(=O)c2cccc(Cl)c2Cl)c1	-4	3	0	12	-1	5	13	2	-2	5	8
CCn1cc(C(=O)OC)c(=O)c2cc(S(=O)(=O)N(C)C3CCCCC3)ccc21	9	-16	0	15	2	17	13	16	-7	20	6
CN(C)S(=O)(=O)c1cc(NC(=O)[C@H](Cc2ccccc2)N2C(=O)c3ccccc3C2=O)ccc1Cl	12	-22	-2	-9	5	9	-5	-7	6	1	6
O=C1Nc2ccccc2C1=NN1CCCCCC1	-10	-3	.	-8	-4	5	-23	0	1	-12	-3
Cc1ccc(OCc2cc(C(=O)N3CCN(C)C[C@@H]3c3ccccc3)no2)cc1C	-53	-30	2	-29	14	-216	-65	-265	-108	7	10
COc1ccc(C(=O)CSc2nnc(CN3CCCC3)n2-c2ccc(F)cc2)c(OC)c1	0	-12	-8	-4	4	10	-13	3	-4	-2	21
O=C(OCC(=O)N1CCCC1=O)c1ccc(Cl)cc1[N+](=O)[O-]	-1	-17	1	-21	-6	10	2	18	5	-11	-1
CCC(C(=O)NCc1ccco1)N(C(=O)CNS(=O)(=O)c1ccc(F)cc1)c1ccccc1F (stereo unspecified)	-6	4	5	-3	6	7	4	8	19	0	-2

Source: PubChem
